hcDAF-12 act: H. contortus DAF-12 activation, primary screen; 370,000 tested, 1.4% active; activation, % at 6.8 µM; HEK293 hcDAF-12 lit1-tk-luc reporter, luminescence; 0% DMSO, 100% Δ7-dafachronic acid;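 active = activation above the mean of all tested compounds plus 3 SD, cut at about 5.5% in these data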;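 also: 100% = response to 3 µM Δ7-dafachronic acid high control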
DAX1 inh-1: DAX1 (NR0B1) inhibition, primary screen; inhibition, % at 6.8 µM; 370,000 tested, 1.1% active; HEK293T StAR-luciferase reporter, SF-1/DAX-1 repression relief; AID 652010;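 active = inhibition above the mean over all tested compounds plus 3 SD, cut at about 3.6% in these data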;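 also: 0% = DAX-1 cells with DMSO and 100% = cells lacking DAX-1 with DMSO; higher inhibition means more luminescence from relief of DAX-1 repression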
GAA850 FXN act: frataxin GAA850 promoter activation; AID 540364; HEK293 lucGAA850 FXN promoter luciferase reporter, 24 h; percent of 10 µM SAHA response; activation, % at 6 µM; 360,000 tested, 0.56% active;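 active = activation above the average of all compounds screened plus 3 SD, cutoff fixed separately per campaign, cut at about 7.5% in these data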;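 also: 0% = DMSO wells and 100% = 10 µM SAHA wells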
hgDAF12 agonist: agonists of H. glycines DAF-12 nuclear receptor; HEK293 GAL4-hgDAF12 UAS-luciferase reporter, agonist luminescence; normalized to butyrate control; 370,000 tested, 1.8% active; activation, % at 6.8 µM;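 active = activation above a cutoff set at the mean of all screened compounds plus 3 SD, cut at about 10% in these data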;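 also: 0% = DMSO wells and 100% = sodium butyrate wells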
sPLA2-III inh: Inhibits HGIII-sPLA2 liposome hydrolysis, primary screen. QFRET BODIPY PC-A2 liposome hydrolysis, fluorescence. 370,000 tested, 0.56% active. AID 743126. inhibition, % at 12.2 µM;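 active = inhibition above mean plus 3 SD of compounds lying within the high and low control bounds, cut at about 19% in these data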;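 also: 0% = median of test compound wells and 100% = no enzyme DMSO wells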
Target sequence (Q9NZ20 whole entry, looked up): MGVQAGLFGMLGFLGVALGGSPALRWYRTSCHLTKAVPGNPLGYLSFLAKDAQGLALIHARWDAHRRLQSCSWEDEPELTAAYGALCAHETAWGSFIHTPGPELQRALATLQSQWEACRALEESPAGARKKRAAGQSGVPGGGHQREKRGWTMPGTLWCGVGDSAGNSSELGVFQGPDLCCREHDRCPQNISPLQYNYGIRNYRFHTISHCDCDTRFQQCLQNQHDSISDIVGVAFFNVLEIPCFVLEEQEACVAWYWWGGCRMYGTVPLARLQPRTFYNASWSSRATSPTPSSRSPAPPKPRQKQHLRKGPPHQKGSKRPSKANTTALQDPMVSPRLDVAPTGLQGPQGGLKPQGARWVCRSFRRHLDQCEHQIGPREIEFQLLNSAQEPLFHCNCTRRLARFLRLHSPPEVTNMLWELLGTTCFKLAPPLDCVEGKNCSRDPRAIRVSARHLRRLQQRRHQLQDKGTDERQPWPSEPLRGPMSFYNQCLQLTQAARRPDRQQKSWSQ
ssDAF-12 act: S. stercoralis DAF-12 activation, primary screen | HEK293 ssDAF-12/GRIP1 lit1-tk-luc reporter, luminescence; % of 3 µM dafachronic acid response | activation, % at 6.8 µM | 370,000 tested, 1% active | AID 652126;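 active = activation above the mean over all tested compounds plus 3 SD, cut at about 0.9% in these data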;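 also: 0% = DMSO-only wells and 100% = 3 µM delta7-dafachronic acid wells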
NPR2 activator: GC-B (human) receptor activation; HEK293-GC-B cells, CNP EC30, cGMP TR-FRET; 0% at EC30 CNP, 100% saturating CNP; 370,000 tested, 0.11% active; activation, % at 10 µM; AID 1920062; P20594;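 active = activation at 10 µM reaching about 35% in either raw or pattern-adjusted values, limit read from the data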
proKLK7 act: activates the human kallikrein-7 zymogen; purified proKLK7, EDANS-DABCYL substrate fluorescence; 100% is mature enzyme control, 0% vehicle; P49862; 370,000 tested, 0.9% active; AID 652039; activation, % at 7 µM;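 active = activation above the mean of all tested compounds plus 3 SD, computed per campaign excluding outliers beyond control limits, cut at about 13% in these data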
Target sequence (P49862 whole entry, looked up): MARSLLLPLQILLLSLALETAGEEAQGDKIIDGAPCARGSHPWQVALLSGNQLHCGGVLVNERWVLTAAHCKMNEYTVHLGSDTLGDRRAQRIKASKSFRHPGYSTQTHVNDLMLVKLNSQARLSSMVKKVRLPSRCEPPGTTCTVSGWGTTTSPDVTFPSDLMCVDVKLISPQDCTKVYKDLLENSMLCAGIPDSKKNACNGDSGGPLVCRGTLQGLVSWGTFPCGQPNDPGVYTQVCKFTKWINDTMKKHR
SMARCA2 act: SMARCA2 function activation, primary screen; MG213 cells, MMTV-luciferase reporter, dexamethasone, overnight; activation, % at 9.1 µM; 370,000 tested, 1% active; AID 652017; in the data active = activation above about 7.8%;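 also: 0% = vehicle wells and 100% = reference activator wells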
NPR1 activator: GC-A (human) enzyme activation; HEK293 GC-A cells, cGMP TR-FRET, EC30 ANP; 0% at EC30 ANP, 100% saturating ANP; activation, % at 10 µM; 370,000 tested, 0.14% active; AID 1671463; in the data active = activation above about 40%
DAX1 inh-2: inhibits human nuclear receptor DAX1 | P51843 | HEK293 Gal4-DAX1 luciferase reporter, luminescence | inhibition, % at 6.75 µM | 340,000 tested, 0.99% active | AID 504766;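 active = inhibition above the mean over all tested compounds plus 3 SD, cut at about 4.2% in these data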;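 also: 0% = DAX1-transfected cells with DMSO and 100% = empty-vector control cells with DMSO; inhibition shows as a rise in luminescence from relieved DAX1 repression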
Target sequence (P51843 207-470 limits assumed): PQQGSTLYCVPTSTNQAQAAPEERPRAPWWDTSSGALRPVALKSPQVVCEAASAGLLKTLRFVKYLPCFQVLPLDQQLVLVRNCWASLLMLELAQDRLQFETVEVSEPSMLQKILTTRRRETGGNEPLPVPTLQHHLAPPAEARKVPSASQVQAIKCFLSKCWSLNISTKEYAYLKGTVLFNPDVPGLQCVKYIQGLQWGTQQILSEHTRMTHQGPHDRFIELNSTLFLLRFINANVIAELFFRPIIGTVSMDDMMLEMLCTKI
The depositor's hits bear a star; x = not tested or not shown.

SMILES	hcDAF-12 act	DAX1 inh-1	GAA850 FXN act	hgDAF12 agonist	sPLA2-III inh	ssDAF-12 act	NPR2 activator	proKLK7 act	SMARCA2 act	NPR1 activator	DAX1 inh-2
CCCCN(C)C(=O)c1ccc2c(c1)N(CC)C(=O)c1ccccc1S2=O (stereo unspecified)	-0.7	0.2	0.8	-1.4	7	-0.9	-2	-0.8	0	1	4.7*
O=C(CN1CCN(S(=O)(=O)c2ccc3c(c2)OCCCO3)CC1)N1CCc2ccccc21	0.8	0.4	0.1	-0.4	-3	-0.8	-7	0.9	3	-2	-1.4
CN(C)c1ccnc(Oc2ccc(Cl)cc2)c1C#N	0.0	1.2	2.0	2.8	-12	-1.7	-1	0.3	0	6	-0.3
CCCCCCCCCCC(C(=O)O)C1(C(=O)O)CCC(=O)O1 (stereo unspecified)	1.9	0.3	1.1	-1.2	1	-1.4	-3	-0.1	1	1	x
COc1ccc(-c2csc3ncnc(N4CCN(S(=O)(=O)c5cccc(Br)c5)CC4)c23)cc1	-1.6	0.7	-0.8	0.5	-7	-1.1	-6	0.3	-3	-5	0.6
Cc1cc(C)cc(Oc2ccccc2/C=N\O)c1	-1.4	0.4	2.1	1.1	-10	-0.8	-1	-0.7	0	2	0.6
COc1ccccc1N1CCN(C(=O)COc2ccc(C)cc2Br)CC1	-1.3	-0.1	3.7	-4.2	1	-1.1	-12	0.2	-2	-11	0.5
CCOc1ccc(NC(=O)C2C3CC/C=C\CCC32)cc1 (stereo unspecified)	0.8	0.7	4.2	-0.9	10	-0.8	5	-0.1	-3	1	1.2
Cc1ccc(Cn2cc(CN3[C@H](c4ccccc4)COc4cc(Br)ccc4S3(=O)=O)nn2)cc1	-1.1	-1.2	x	-0.3	-63	-1.4	3	-0.5	-3	-1	x
CCC1(c2ccccc2)NC(=O)N(Cc2ccc(C(=O)OC)cc2)C1=O (stereo unspecified)	-0.1	-0.4	1.1	-2.7	-5	-0.9	0	0.5	-1	4	1.3
Cc1onc(-c2c(F)cccc2Cl)c1C(=O)NCc1ccc2c(c1)OCO2	-0.5	0.2	1.0	-2.3	1	-0.9	2	1.2	-1	0	-0.6
O=C(CN1CCN(C(=O)c2ccco2)CC1)Nc1cccc([N+](=O)[O-])c1	0.3	0.4	0.4	0.1	3	-1.1	1	0.1	4	-4	-0.3
O=C1c2ccc3c4c(ccc(c24)C(=O)N1c1ccc(O)cc1)C(=O)N(c1ccc(O)cc1)C3=O	0.9	0.1	1.9	1.1	-1	-1.2	-3	-0.8	-2	4	-0.2
O=C(Nc1cccc(C(F)(F)F)c1)OCCN1CCN(Cc2ccccc2)CCC1=O	-2.3	-0.5	0.4	0.5	-16	-1.1	-6	1.0	0	-3	-1.4
CCn1cc(C(=O)NCCCOC(C)C)c(=O)c2cc(S(=O)(=O)N3CCCC3)ccc21	0.1	-0.4	1.5	-0.6	-1	-1.6	-4	0.5	-2	-2	0.3
COC(=O)c1ccc(-c2ccco2)n1Cc1nc(-c2ccc(OC)c(OC)c2)oc1C	-0.4	-1.0	1.5	-0.6	-4	-1.7	1	0.2	1	-8	-0.9
O=[N+]([O-])c1cccnc1Sc1ccc(Br)cc1	-0.2	-0.4	0.4	-2.1	0	-1.5	2	-0.2	-5	-5	0.4
C=CCNC(=O)C(=O)N/N=C/c1ccco1	1.8	0.2	1.6	-0.6	8	-0.7	4	-0.2	-2	5	-1.1
Cc1nn(C(C)C(=O)NC2CCC(C)CC2)c(=O)c2nn(-c3ccccc3)c(C)c12 (stereo unspecified)	-1.9	-0.6	0.5	-1.6	5	-0.9	-3	-0.2	-2	3	0.4
CC(=O)c1c(C)oc2ccc(N(C(=O)c3ccncc3)S(=O)(=O)c3ccccc3)cc12	-1.1	-0.6	-1.1	-3.3	-9	-1.7	-10	-1.1	-2	0	-1.3
CCOCCCNC(=O)C(NC(=O)Cc1cccs1)c1ccc(OC)cc1 (stereo unspecified)	-0.2	-0.8	0.8	-0.3	1	-1.2	3	0.5	-3	-4	-0.4
O=C(NNC(=O)c1cccc(S(=O)(=O)Nc2ccc(Cl)cc2)c1)c1ccc(=O)[nH]c1	1.8	2.5	-0.6	1.6	-8	-1.5	3	-0.3	1	1	0.0
CCCCn1c(N)c(N(CCC(C)C)C(=O)c2ccc(C)c(S(=O)(=O)N3CCOCC3)c2)c(=O)[nH]c1=O	1.1	2.7	-2.4	-0.7	7	-0.6	6	0.1	-2	3	-0.3
Cc1ccc([C@H]2C[C@H](O)[C@@H](n3cc(COC(=O)c4ccccc4)nn3)CN2C(=O)c2cccs2)cc1	-0.8	0.5	0.7	2.0	-9	-1.1	2	-0.2	0	2	0.1
CN(C)c1nc2c(N)ncnc2n1[C@H]1O[C@@H](CO)[C@H](O)[C@@H]1O	-1.5	0.8	0.7	-0.7	3	-1.4	0	0.3	-3	4	0.6
CCS(=O)(=O)N1CCC(C(=O)NCc2ccc(OC)cc2)CC1	0.5	1.5	-0.5	-1.1	1	-1.0	0	0.2	-4	0	1.9
Cc1cccc(NC(=O)CNCC(=O)Nc2cccc(C)c2C)c1C	-1.3	-0.3	0.2	-0.8	6	-1.6	3	-0.2	0	1	0.6
COc1ccc(CC(=O)Nc2sccc2C#N)cc1S(=O)(=O)N1CCOCC1	6.0*	-0.2	-0.2	7.2	7	-0.3	0	0.5	-3	2	-0.3
Cc1ccccc1CNC(=O)CN1C(=O)c2ccccc2S1(=O)=O	1.2	0.3	-0.5	-1.5	2	-1.3	4	0.5	2	1	-0.4
Cc1ccc(S(=O)(=O)Nc2cc(NC(=O)CN3CCOCC3)ccc2Cl)cc1	1.1	-0.1	1.1	-2.3	-4	-0.9	1	0.1	2	-5	0.4
Cn1cnc(S(=O)(=O)Nc2ccccc2C(=O)NCC2CC2)c1	-0.2	-0.1	-0.1	-0.9	-9	-1.0	-2	-1.1	1	-5	1.9
Cc1cc2nc(-c3ccc(F)cc3)c(CC(C)(C)C)n2c(C)c1Br	2.9	-1.9	x	4.5	4	-0.3	-4	0.7	-1	5	x
CC(Cc1cccs1)NC(=O)Nc1ccc(Cl)c(Cl)c1 (stereo unspecified)	1.6	1.6	1.9	3.1	-20	-0.9	3	0.4	-2	2	0.3
COc1ccc([N+](=O)[O-])cc1N(CC(O)CN(C)C)S(=O)(=O)c1ccccc1 (stereo unspecified)	0.9	-0.1	-0.5	-1.4	-4	-0.7	-4	-0.6	-2	-8	2.0
CCC(=O)Nc1nnc(/C=C/c2ccccc2)s1	0.0	1.1	4.0	6.1	-8	-0.7	-6	-54	2	-22	5.3*
CCOC(=O)c1cccc(NC(=O)CN2C(=O)C3CC=CCC3C2=O)c1 (stereo unspecified)	-3.3	-2.6	0.5	0.1	2	-1.3	0	-0.9	-4	4	0.2
COc1cccc(-n2c(CN3CCN(c4ccccn4)CC3)nc3ccc([N+](=O)[O-])cc3c2=O)c1	0.6	-0.6	1.7	-4.0	-1	-1.4	-3	0.2	2	-4	-1.4
Cc1ccc(-c2n[nH]c(S(C)(=O)=O)c2C#N)cc1	3.7	0.0	2.1	2.6	-1	-1.0	-1	-0.3	-3	2	0.5
Cc1ccc(C)c(N2CCN(C(=O)c3ccc(CS(=O)Cc4cccc(Cl)c4)o3)CC2)c1 (stereo unspecified)	-0.7	0.8	1.3	-1.4	-20	-0.4	-5	-0.3	-2	-7	-0.3
Cc1cc(NC(=O)NC(=O)c2ccc(F)cc2F)n[nH]1	3.3	2.8	-0.5	11*	0	-0.2	-1	0.9	5	-1	0.1
CCN(CC)c1ccc(-c2nnc(SCC(=O)Nc3ccccc3C#N)n2-c2ccccc2)cc1	-0.3	0.4	-1.3	-2.9	-5	-0.8	-1	-0.8	0	0	-0.6
Cc1ccc(C)c2c1cc(C)c1nnc(SCc3ccccn3)n12	-2.6	-0.8	0.1	-1.6	3	-1.5	1	-1.0	2	-2	0.7
O=C1CC2(CCN(C(=O)c3ccccc3Cl)CC2)Oc2ccccc21	-1.5	-0.8	-1.6	5.4	0	-1.1	-1	-0.3	-1	-4	-0.8
O=C(Nc1cccc2c1CCCC2)c1ccncc1	-3.7	-0.6	0.3	0.1	12	-1.7	2	-0.5	-2	1	2.7
O=C(CSc1nc(-c2ccccc2)cs1)NCc1ccco1	0.2	-0.2	0.8	2.7	0	-0.9	1	0.3	1	-2	-0.4
CN(CC(=O)Nc1ccc(F)cc1)C(=O)c1cn(-c2ccccc2)nc1-c1cccs1	1.4	-0.3	-0.9	-2.5	-14	-1.4	-12	0.9	-2	3	2.5
O=C(NC(CCl)c1ccccc1)c1ccc(Cl)cc1 (stereo unspecified)	0.6	-0.5	2.8	3.9	3	-1.6	-10	0.3	-1	-20	-0.3
C=CCN1C(=O)C2(c3ccccc31)C1CCCC=C1C(C#N)=C(N)C2(C#N)C#N (stereo unspecified)	0.6	0.4	-3.8	-1.2	-7	-1.7	-16	1.4	-1	-16	-0.1
FC(F)(F)c1ccc(-c2cccc3c2C2CC3CCN2C(=S)NCCc2ccccc2)cc1 (stereo unspecified)	-1.9	-0.1	x	-0.2	1	-1.2	-1	0.1	-1	4	x
C[C@@H]1CN([C@@H](C)CO)C(=O)CCCn2nncc2CO[C@H]1CN(C)S(=O)(=O)c1ccc2c(c1)OCCCO2	1.0	-1.1	-1.6	-0.2	6	-1.1	4	0.3	-1	4	-0.5
CCCCCOc1ccc(N2C(=O)C(C)CNC2=S)cc1 (stereo unspecified)	-0.5	0.1	x	1.8	6	-1.5	1	-0.3	1	1	x
CC(C)(C)NC(=O)NC(=O)COC(=O)Cc1ccc(Cl)cc1Cl	-1.3	0.6	2.4	0.4	-18	-1.6	2	0.2	-2	0	-0.3
C[C@H]1NC(=O)[C@]2(C)[C@@H](c3ccccc3)[C@H]3COc4ccccc4[C@H]3N2C1=O	0.3	-0.8	-0.4	-0.4	-3	-1.4	3	-0.6	-2	-2	0.9
CC1=C(C(=O)Nc2cccc(C(=O)NC3CCCCC3C)c2)SCCO1 (stereo unspecified)	-3.7	-0.8	-1.0	-0.9	0	-1.2	-2	0.1	-1	3	-0.9
O=C(CCn1cnc2ccccc2c1=O)Nc1ccc2c(c1)OCCO2	-0.1	0.8	2.3	0.0	-1	0.6	2	-0.4	-1	0	0.7
Cc1cc(C)c(C#N)c(N2CCN(CCOc3ccc(Cl)cc3)CC2)n1	-1.2	-1.3	1.8	0.6	-2	-1.8	0	-0.5	-1	2	-1.0
CC(=O)O[C@H]1CC[C@@]2(C)[C@@H](CC[C@@H]3[C@@H]2CC[C@]2(C)[C@@H](C(C)(C)O)C[C@@H]32)C1	-1.3	0.4	0.4	2.6	1	-0.8	3	-0.1	1	7	2.6

Source: PubChem (several laboratories)
